Compound activity as filed in PubChem.
RmlCD inh 1536 – M. tuberculosis RmlC/RmlD inhibition. 160,000 tested, 0.03% active. inhibition, % at 3.6 µM. P9WH09+P9WH11. RmlC+RmlD coupled enzyme assay, percent inhibition; primary screen in compound mixtures; in the data active = inhibition mostly above about 34%, no sharp cut-off; inconclusive = no clear call, values can overlap the other calls; inactive = mostly below about 22%; also: some results filed as inactive read as strong as hits
Target sequence (P9WH09 whole entry, looked up): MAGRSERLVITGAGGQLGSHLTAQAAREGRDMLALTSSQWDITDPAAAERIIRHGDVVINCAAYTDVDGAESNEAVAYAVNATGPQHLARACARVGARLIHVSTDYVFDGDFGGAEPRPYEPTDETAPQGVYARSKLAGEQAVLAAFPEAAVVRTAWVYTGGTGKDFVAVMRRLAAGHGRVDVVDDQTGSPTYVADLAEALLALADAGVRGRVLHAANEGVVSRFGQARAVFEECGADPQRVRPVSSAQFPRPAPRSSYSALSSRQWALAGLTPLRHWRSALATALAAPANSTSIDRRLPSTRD
Target sequence (P9WH11 whole entry, looked up): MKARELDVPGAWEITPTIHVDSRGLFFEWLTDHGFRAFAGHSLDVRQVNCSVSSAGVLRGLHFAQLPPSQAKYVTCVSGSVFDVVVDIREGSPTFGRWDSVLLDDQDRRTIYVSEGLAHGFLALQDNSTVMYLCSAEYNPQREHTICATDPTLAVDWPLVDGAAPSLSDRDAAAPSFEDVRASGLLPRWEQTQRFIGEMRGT
GlmU inhibition – inhibition of mycobacterial GlmU enzyme – biochemical, glucosamine-1-phosphate acetyltransferase (AID 1376). one-dose inhibition, %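 (tested at 30 µM in the primary screen)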; IC50 in µM for titrated hits. M. tuberculosis GlmU acetyltransferase enzyme assay; higher % means a stronger effect. 220,000 tested, 0.25% active; in the data active = inhibition above about 13%; inconclusive = no clear call, values can overlap the other calls;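 also: 0% = complete reaction with vehicle and 100% = reaction without substrate; strong numbers were not always called active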
Numbers without * were called inactive; ? = inconclusive; . = no result given; & = joins results of further samples. The list is partial. The share of hits here may be higher or lower than overall.

no. | Structure | RmlCD inh 1536 | GlmU inhibition
1 | Cc1ccc(C(C)C)c(OCC(=O)N2CCN(Cc3nc4cc([N+](=O)[O-])ccc4n3C)CC2)c1 | 9 | -7.2%
2 | CCN(CC)S(=O)(=O)c1cccc(C(=O)Nc2cc(C)nn2-c2ccccc2)c1 | 14 | -2.9%
3 | Cc1cccc(C)c1OCC(=O)Nc1ccc(N2CCOCC2)cc1 | 4 | -0.7%
4 | COC(=O)c1nnn(-c2ccccc2)c1N | . | 3.5%
5 | Cc1ccc2[nH]c(=O)c(C3=NN(C(=O)CCC(=O)O)C(c4cccs4)C3)c(-c3ccccc3)c2c1 (configuration not stated) | 4 | -1.0%
6 | O=C(NCc1ccncc1)c1ccc(Oc2ccccc2)cc1 | -13 | 3.1%
7 | CCOC(=O)c1ccc(-n2nc(C)cc2C)cc1 | -6 | 1.2%
8 | COc1cc(/C=C(/C#N)C(=O)Nc2ccccc2)ccc1OCc1ccc(C(=O)O)cc1 | 2 | 9.2%
9 | COc1cccc(C(=O)NC(=S)Nc2ccc([N+](=O)[O-])cc2C)c1 | . | 2.5%
10 | C#Cc1cccc(NC(=O)C2CCN(C(C)=O)CC2)c1 | -8 | 2.7%
11 | O=C(Nc1cccc(S(=O)(=O)N2CCOCC2)c1)c1cnn2c(C(F)F)cc(-c3ccccc3)nc12 | . | 5.9%
12 | CC(=O)N(CCS(=O)(=O)c1ccc(Cl)cc1)Cc1cccs1 | 22 | 2.9%
13 | CC(=O)c1cccc2c(O)c(C3=Nc4ccccc4C3=O)[nH]c12 | . | 3.7%
14 | CN(Cc1nc(-c2cnccn2)no1)Cc1n[nH]c2c1CCCC2 | 10 | -5.4%
15 | N#CC1=C(Nc2ccccc2)SC=C(c2ccc(F)cc2)N=C1N1CCOCC1 | 2 | .
16 | CC(C)(Cl)C1Cc2cc3ccc(=O)oc3cc2O1 (configuration not stated) | 8 | -8.6%
17 | COc1ccccc1CC(=O)Nc1ccc(-c2noc(COc3cccc(C)c3C)n2)cc1 | -3 | -3.6%
18 | COC(=O)c1sc(NC(=O)CSc2nnc(Cn3nnc4ccccc43)n2C)nc1C | 13 | -1.2%
19 | Cc1oc2ccc(O)cc2c1C(=O)OC(C)C | . | 1.8%
20 | COc1ccc(/C=N/NC(=O)COc2cccc3ccccc23)c(C(=O)O)c1OC | 9 | 2.4%
21 | COc1cccc(-c2nnc(SCC3CNC(=O)O3)n2-c2ccc(Cl)cc2)c1 (configuration not stated) | -8 | 0.4%
22 | O=[N+]([O-])c1ccc2c(c1)nc1n2CCSC1 | -10 | 0.3%
23 | N#Cc1cc2c(nc1SCc1ccccc1)CCCC2 | . | 1.0%
24 | COc1ccc(C(=O)c2coc3ccc(O)c(CN4CCCCC4)c23)cc1 | 6 | 0.8%
25 | CCCC(=O)Nc1nc(CC(=O)OCC)cs1 | -4 | -4.0%
26 | Cc1ccc(-c2c(C)n([O-])c3c([n+]2=O)CCCCC3)cc1 | -12 | 7.3%
27 | O=C(Cc1ccc(-n2c(=O)c3ccccc3n(Cc3cccc([N+](=O)[O-])c3)c2=O)cc1)NCC1CCCO1 (configuration not stated) | -4 | 0.8%
28 | CC1CCN(C(=O)CSc2nc3c(cnn3-c3ccc(Cl)cc3)c(=O)[nH]2)CC1 | 0 | 7.9%
29 | C=CCOc1ccc(/C=N/NC(=O)C(=O)Nc2ccccn2)cc1OC | . | -2.0%
30 | Cc1ccc(S(=O)(=O)N=C2SCCCS2)cc1 | . | 1.3%

A second format for part of the listing above:
[6] O=C(NCc1ccncc1)c1ccc(Oc2ccccc2)cc1
[7] CCOC(=O)c1ccc(-n2nc(C)cc2C)cc1

entry no. | 6 | 7
RmlCD inh 1536 | -13 | -6
GlmU inhibition | 3.1% | 1.2%

Remaining list, next part:
no. | Structure | RmlCD inh 1536 | GlmU inhibition
31 | CC1CCCC(NC(=O)c2ccc3c(c2)N(Cc2ccccc2)C(=O)CS3=O)C1C (configuration not stated) | -9 | 1.3%
32 | CC(=O)Nc1ccc(-c2nnc(SCc3ccccc3C#N)n2C)cc1 | . | 2.1%
33 | Cc1nnc(SCC(=O)c2ccccc2)n1Cc1ccccc1 | -2 | 3.3%
34 | OCCC1CN(Cc2cccn2-c2ccccn2)CCN1C1CCCCC1 (configuration not stated) | . | -5.5%
35 | CCC(CC)c1nc(C#N)c(NCc2ccccc2)o1 | -2 | -8.8%
36 | O=C(Cc1ccccc1)Nc1ccccc1C(=O)N1CCCCCC1 | -7 | 0.1%
37 | COC(=O)c1nn(-c2cccc(Cl)c2)ccc1=O | -8 | 1.0%
38 | COc1ccc(N2CCc3c(C)nc4c(OC)cccc4c32)cc1 | 41 | 0.1%
39 | C/C(=N\NC(=O)CN1CCN(S(=O)(=O)c2ccc(C)cc2)CC1)c1cccnc1 | 14 | -1.9%
40 | CCC(=O)n1nc(-c2ccc(OC)cc2)nc1N | 2 | 2.0%
41 | CCOc1ccc(-c2nnn(CC(=O)Nc3cc(OC)ccc3OC)n2)cc1OCC | 45 | 1.9%
42 | Cn1cc(C(=O)N2CCc3ccccc3C2)c(=O)c2cc(S(=O)(=O)N3CCCCC3)ccc21 | -6 | 4.2%
43 | COCCn1nnnc1C(c1cc2ccc(OC)cc2[nH]c1=O)N1CCc2ccccc2C1 (configuration not stated) | -9 | -5.1%
44 | Cc1ccc(OCCn2cc(C#N)c3ccccc32)cc1 | . | -7.6%
45 | O=C(Nc1ccnc(-c2cccnc2)n1)c1ccc(F)cc1 | . | 0.4%
46 | CN(C)CCCNS(=O)(=O)c1ccc(N2CCC(c3ccc(Cl)cc3)=N2)cc1 | 17 | -12%
47 | CC1=C(C(N)=O)C(c2ccccn2)n2nc(SCc3ccccc3Cl)nc2N1 (configuration not stated) | -9 | -2.3%
48 | Cc1cc(=O)n2c(n1)NC(Nc1cccc(C)c1C)=NC2c1ccc(F)cc1 (configuration not stated) | 6 | -5.6%
49 | CCCc1cc(=O)n2c(nc3ccccc32)[nH]1 | -1 | -4.7%
50 | COC(=O)c1ccccc1NC(=O)n1cc(C)cn1 | . | 3.4%
51 | COc1ccc2ccccc2c1/C=N/NC(=S)Nc1cc(S(=O)(=O)N2CCOCC2)ccc1N1CCOCC1 | 2 | -1.1%
52 | CCOc1ccc(Cl)cc1/C=N/NC(=O)c1ccccc1 | . | -5.0%
53 | COc1ccc(OCC(O)CN2CCN(c3ccc(Cl)cc3)CC2)cc1 (configuration not stated) | 1 | 3.3%
54 | N#CCCN(C(=O)CN1C(=O)NC2(CCCC2)C1=O)c1ccccc1F | -7 | 3.3%
55 | CCc1cccc(C)c1NC(=S)NCC(c1cccnc1)N1CCOCC1 (configuration not stated) | -9 | 3.0%
56 | Cc1cc(C(=O)NCc2ccc(S(N)(=O)=O)cc2)cs1 | -7 | -1.7%
57 | O=C(O)Cc1cn(-c2ccccc2)nc1-c1ccccc1 | 4 | 0.7%
58 | COC(=O)c1ccc(C2/C(=C(/O)c3ccc(OC)cc3)C(=O)C(=O)N2CC2CCCO2)cc1 (configuration not stated) | 57 | 2.8%
59 | NC(=O)Nc1ccc(F)cc1 | 6 | 0.4%
60 | CCN1CCCc2cc(CN(CCN3CCOCC3)C(=O)Nc3ccc(C)c(C)c3)ccc21 | 20 | -3.5%
61 | CCN(CC)S(=O)(=O)c1ccc2c(c1)c(=O)c(C(=O)NCc1cccs1)cn2C | . | 1.2%
62 | COc1ccccc1OCC(=O)Nc1cc(S(=O)(=O)N2CCCCC2)ccc1N1CCCCC1 | -6 | 1.9%
63 | COc1cc2c(cc1OC)C(c1cccc([N+](=O)[O-])c1)NC(=O)C2 (configuration not stated) | -6 | -0.1%
64 | CCOC(=O)C1CCN(/C=C2/C(=O)NC(=S)N(c3cccc(OC)c3)C2=O)CC1 | 8 | 5.9%
65 | CCN1CCCC1CNS(=O)(=O)c1cc(Br)cc2c1N(C(=O)C1CC1)CC2 (configuration not stated) | 14 | -2.3%
66 | CCOC(=O)C1=C(c2ccccc2)Nc2ncnn2C1c1cc(OC)cc(OC)c1OC (configuration not stated) | 11 | 1.8%
67 | CCCCC(=O)Nc1cccc(NC(=O)c2ccc(Br)o2)c1 | 18 | -3.9%
68 | C=CCc1ccc(OCCCOc2ccc(C)c(C)c2)c(OC)c1 | -15 | -5.6%
69 | COC(=O)c1cc2ccsc2n1Cc1nc(-c2cccc(Cl)c2)oc1C | . | -1.9%
70 | COCCNCCCOc1ccc(Br)cc1Cl | -8 | 3.7%
71 | COc1cccc(CNC(=O)CNC(=S)N(Cc2ccccc2)Cc2ccccc2F)c1 | -10 | 1.7%
72 | CCOC(=O)C1(C)NC(c2cc(OC)c(OC)c(OC)c2)C2C(=O)N(CC)C(=O)C21 (configuration not stated) | . | -6.9%
73 | O=C1NC(=O)N(c2ccccc2)C(=O)/C1=C/C=C/c1ccco1 | -6 | -1.3%
74 | COc1ccc(CCNC2CCCCC2)cc1OC | 0 | -0.7%
75 | COc1ccc(-n2cnc3cc(C(=O)N4CCC5(CC4)OCCO5)ccc32)cc1 | . | -5.3%
76 | CC(C)C[C@H]1COCCS(=O)(=O)N1Cc1ccc(Cl)c(Cl)c1 | . | 2.6%
77 | CNc1nc(C)nc(-n2nc(C)cc2C)n1 | 2 | 14%*
78 | c1csc(-c2nnsc2-c2nc3ccccc3[nH]2)c1 | -1 | 4.9%
79 | CC(=O)N(CC(C)(C)CC=C(C)C)c1ccccc1 | . | -5.8%
80 | COc1ccc(C)cc1N(C(=O)c1ccccc1)c1nc2ccccc2s1 | -5 | 1.3%
81 | O=c1[nH]c(=O)n(Cc2ccccc2)c(O)c1/C=N/Nc1c(F)c(F)c(F)c(F)c1F | 7 | 3.4%
82 | Cc1ccc(-c2nc(SCC(=O)Nc3cc(S(=O)(=O)N4CCCCC4)ccc3Cl)n[nH]2)cc1 | 4 | 1.3%
83 | COC(=O)C(c1ccccc1)N1CCCCCC1 (configuration not stated) | -4 | -4.7%
84 | COC(=O)c1ccc(/C=N/NC(=O)CC(=O)NC2CCCCC2)cc1 | 5 | 0.5%
85 | O=C(N/N=C/c1ccc(Cl)c([N+](=O)[O-])c1)C1CC1 | -4 | 2.5%
86 | CN1CCC2(CC1)NC(=O)NC2=O | . | -6.0%
87 | COc1ccc(C(=O)NCC(O)COc2ccc(C(C)(C)C)cc2)cc1[N+](=O)[O-] (configuration not stated) | -4 | 9.1%
88 | CC1CCC2C(=O)N(c3ccccc3OC(=O)c3ccccc3)C(=O)C2C1 (configuration not stated) | -4 | .
89 | O=C1CCC(=O)N1OCCCOc1ccccc1 | -3 | 7.0%
90 | O=C(NNC(=O)c1n[nH]c(=O)c2ccccc12)c1ccc(Br)cc1 | . | 2.0%

Sorted by count of non-hydrogen atoms (descending): part of the list above.
no. | Structure | RmlCD inh 1536 | GlmU inhibition
88 | CC1CCC2C(=O)N(c3ccccc3OC(=O)c3ccccc3)C(=O)C2C1 (configuration not stated) | -4 | .
90 | O=C(NNC(=O)c1n[nH]c(=O)c2ccccc12)c1ccc(Br)cc1 | . | 2.0%
76 | CC(C)C[C@H]1COCCS(=O)(=O)N1Cc1ccc(Cl)c(Cl)c1 | . | 2.6%

Further records.
Order of results: RmlCD inh 1536 | GlmU inhibition
#91 Cc1cnc(C(=O)Nc2nc(-c3ccccc3)cs2)cn1
  -14 | 1.7%
#92 CC1CN(c2oc(-c3cccs3)nc2C#N)CC(C)O1 (configuration not stated)
  3 | -1.4%
#93 CCCn1c(C)cc(/C=C(\C#N)C(=O)OCC(=O)Nc2cccc(OC)c2)c1C
  6 | 2.7%
#94 N#C/C(=N\O)c1nc(-c2ccccc2)cs1
  . | 0.5%&2.3%
#95 Cc1ccccc1-n1ccnc1SCC(=O)O
  . | -3.4%
#96 CCn1cc(C(=O)OC)c(=O)c2ccc(C)nc21
  32 | -0.5%
#97 Cc1cccc(NC(=O)c2ccc(-c3ccccc3[N+](=O)[O-])o2)c1
  5 | 7.3%
#98 O/N=C1/CC/C(=N\O)c2nn(-c3ccccc3)nc21
  -4 | -0.3%
#99 CCOc1cc(C)c(S(=O)(=O)Nc2ccc(Cl)cn2)cc1C
  . | -2.0%
#100 CN1CCc2c(C#N)c(N3CCCCC3)nc(NCc3ccccc3)c2C1
  5 | -6.5%
#101 COc1ccc(N2C(=O)CC(N3CCN(S(=O)(=O)c4c(F)cccc4F)CC3)C2=O)cc1OC (configuration not stated)
  . | 5.6%
#102 Cc1ccc(C(=O)NCCSc2ccc(Cl)cc2)cc1S(=O)(=O)Nc1ccccc1
  . | 0.5%
#103 COc1ccc(C(=O)/C=C\c2ccc(NC(=O)c3cccs3)cc2)cc1
  5 | 0.6%
#104 Cc1ccc(CN2CCN(Cc3c(C)nn(-c4ccc(F)cc4)c3C)CC2CCO)o1 (configuration not stated)
  ? | -2.6%
#105 CC1(C)C2CCC1(C)C(OC(=O)c1ccccc1C(=O)O)C2 (configuration not stated)
  . | 4.0%
#106 Cc1cc(=O)oc2cc(OCCSc3nnc(-c4ccccc4)o3)ccc12
  3 | 2.2%
#107 Cc1cc(C(=O)NC(=S)Nc2cccc(NC(=O)C(C)C)c2)ccc1[N+](=O)[O-]
  -6 | -5.4%
#108 COc1ccc2ncc(OC(C)=O)cc2c1
  -1 | 2.1%
#109 O=C(COC(=O)c1cccs1)Nc1ccccc1C(F)(F)F
  9 | -3.7%
#110 CCC1=C(OC(=O)N(CC)CC)N2C(=O)OC(=NCCc3c[nH]c4ccccc34)[C@]2(Cc2ccccc2)[C@H]2C1=CC[C@H]1C(=O)N(CC(=O)OC)C(=O)[C@H]12
  . | 1.0%
#111 O=c1cc(CN2CCN(Cc3ccccc3)CC2)c2cc(Cl)ccc2o1
  0 | 3.6%
#112 Cc1ccc(NC(=O)CN2C(=O)N/C(=C\c3cccnc3)C2=O)cc1
  8 | -1.4%
#113 COc1ccc(N(CC(=O)Nc2ccccc2F)S(=O)(=O)c2ccc(C)c([N+](=O)[O-])c2)cc1
  -10 | -0.5%
#114 CCCCNC(=O)Cn1cnc2sc(C)c(S(=O)(=O)N3CCN(c4ncccn4)CC3)c2c1=O
  -6 | -0.6%
#115 CCCCn1nnnc1NCc1ccc(N2CCCC2)cc1
  . | -1.2%
